HEK293 tox: Cytotoxic Profiling in HEK 293 Cell Line of Diverse Libraries Using Quantitative High-Throughput Screening; HEK 293 viability, ATP luminescence (CellTiter-Glo), 48-72 h; Potency, µM (series often up to 115 µM), inactives show at the top dose activity change, negative = cytotoxicity, usual class: inhibitors; 94,000 compounds, 6.6% hits; AID 1345083, 2018; further: potency means the concentration at half of the fitted maximal effect; nearly all actives have a fitted effect of over 60% in size
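HEK 293 cells seeded at 250 cells/well were exposed to compound for 48 or 72 hr at 37 degree Celsius. Viability taken as ATP content by CellTiter-Glo luminescence.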
3T3 cytotox: Cytotoxic Profiling in NIH 3T3 Cell Line of Diverse Libraries Using Quantitative High-Throughput Screening. NIH 3T3 viability, CellTiter-Glo ATP luminescence, 48-72 h. Potency, µM (doses to about 96.7 µM), without a hit: top-dose activity change, negative = cytotoxicity, usual class: inhibitors. 94,000 compounds, 4.3% hits. AID 1345082, 2018; further: potency means the concentration at half of the fitted maximal effect; nearly all actives have a fitted effect of over 55% in size
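Cells were seeded at 400 per well, treated with pin-transferred compound, and kept 48 or 72 hr at 37 °C before CellTiter-Glo addition and luminescence imaging of cellular ATP.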
IP6K1 inhibitor: Primary qHTS assay for small molecule inhibitors of Inositol hexaphosphate kinase 1 (IP6K1). Inositol hexakisphosphate kinase 1 (Homo sapiens), Q92551. IP6K1 kinase, ADP-Glo luminescence, 2 h; stronger effect = lower value. activity change, % (series mostly up to about 58 µM). 140,000 compounds, 0.81% hits. AID 1645851, 2021; in the data active means activity change below about -25%
Target sequence (Q92551 whole entry, looked up): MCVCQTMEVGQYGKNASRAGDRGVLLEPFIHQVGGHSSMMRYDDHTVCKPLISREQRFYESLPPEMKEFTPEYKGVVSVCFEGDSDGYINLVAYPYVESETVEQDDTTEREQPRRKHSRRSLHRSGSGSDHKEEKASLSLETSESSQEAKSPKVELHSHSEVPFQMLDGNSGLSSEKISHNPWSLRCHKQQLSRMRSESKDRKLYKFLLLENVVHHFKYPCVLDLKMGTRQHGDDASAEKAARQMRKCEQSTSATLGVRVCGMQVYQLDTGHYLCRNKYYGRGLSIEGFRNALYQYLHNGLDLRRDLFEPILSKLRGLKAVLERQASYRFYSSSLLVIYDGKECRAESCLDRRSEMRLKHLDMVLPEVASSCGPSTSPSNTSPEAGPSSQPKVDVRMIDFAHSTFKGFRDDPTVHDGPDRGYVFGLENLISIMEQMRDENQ
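ADP-Glo luminescence measures ADP made by human IP6K1 during a 2 h RT reaction with ATP/IP6 (mix at 1.3 mM/130 uM); top library doses 57.5 and 19.1 uM final.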
FLuc inh: Firefly luciferase inhibition profiling of diverse chemical library using quantitative high-throughput screening | purified P. pyralis luciferase, luminescence, biochemical | Potency, µM (doses to about 115 µM), inactives show top-dose activity change, negative = inhibition, usual class: inhibitors | 76,000 compounds, 2.5% hits | AID 1347043, 2019; further: potency means the concentration at half of the fitted maximal effect; nearly all actives have a fitted effect of over 65% in size
Target sequence (P08659 whole entry, looked up): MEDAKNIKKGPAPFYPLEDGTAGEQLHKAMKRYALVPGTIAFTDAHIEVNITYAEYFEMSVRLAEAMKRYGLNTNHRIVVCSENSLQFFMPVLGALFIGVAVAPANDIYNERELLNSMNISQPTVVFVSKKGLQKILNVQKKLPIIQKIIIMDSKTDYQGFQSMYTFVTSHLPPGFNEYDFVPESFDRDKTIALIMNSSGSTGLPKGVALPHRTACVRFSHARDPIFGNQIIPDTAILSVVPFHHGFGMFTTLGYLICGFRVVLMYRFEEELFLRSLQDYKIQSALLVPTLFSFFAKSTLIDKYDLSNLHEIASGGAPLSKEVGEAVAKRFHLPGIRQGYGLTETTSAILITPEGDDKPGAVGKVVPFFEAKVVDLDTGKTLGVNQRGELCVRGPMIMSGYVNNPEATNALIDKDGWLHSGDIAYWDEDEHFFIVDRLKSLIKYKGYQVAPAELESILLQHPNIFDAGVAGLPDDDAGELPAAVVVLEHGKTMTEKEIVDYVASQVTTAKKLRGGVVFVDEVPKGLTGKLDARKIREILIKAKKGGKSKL
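Inhibitors were tested against purified firefly luciferase in a biochemical, low-substrate format (both substrates at 10uM) and luminescence measured with a CCD imager.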
SNCA expr inh: Primary qHTS assay for inhibitors of alpha-synuclein gene (SNCA) expression; HEK-293 SNCA-luciferase knock-in, luminescence, 24 h; Potency, µM (titrated, usually from 57.2 µM), for inactives: top-dose activity change, negative = inhibition, actives largely listed as inhibitors; 140,000 compounds, 0.17% hits;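 further: potency means the concentration at half of the fitted maximal effect; plate controls were DMSO cells for no effect and cell-free wells for full effect; nearly all actives have a fitted effect of over 45% in size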
GPT2 inhibitor: Primary qHTS assay for inhibitors of Glutamate pyruvate transaminase 2 (GPT2); Alanine aminotransferase 2 (Homo sapiens), Q8TD30; Recombinant GPT2, coupled pyruvate oxidase/HRP Amplex Red fluorescence; Potency, µM (series often up to 57.7 µM), for inactives: at the top dose activity change, negative = inhibition, hits mostly inhibitors; 100,000 compounds, 0.25% hits; AID 1671188, 2021; further: potency means the concentration at half of the fitted maximal effect; nearly all actives have a fitted effect of over 60% in size; many of its hits are not listed in these tables
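Inhibition is scored from Amplex Red fluorescence generated when pyruvate oxidase and HRP act on pyruvate released by GPT2. Reactions contain 10ng/uL enzyme, 250uM a-KG and 2mM L-alanine and run 30 min at room temperature.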
HEK293 viab: GF-AFC viability counterscreen for inhibitors of alpha-synuclein gene (SNCA) expression. 150,000 compounds, 0.12% hits. AID 1671193, 2021. HEK-293-SNCA-luc viability, GF-AFC fluorescence, 24 h. Potency, µM (titrated, usually from 57.1 µM), for inactives: top-dose activity change, negative = cytotoxicity, hits mostly cytotoxic;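 further: potency means the concentration at half of the fitted maximal effect; 0% = DMSO-treated cells and -100% = medium-only wells without cells; nearly all actives have a fitted effect of over 30% in size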
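HEK-293-SNCA-luc cells (1500/well) plated 24 h, then exposed 24 h to a dilution series; GF-AFC added 30 min at 37C, fluorescence 405/540 nm; normalised to medium-only and DMSO wells, Hill fit.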
An asterisk follows results filed as active; i = inactive; ? = inconclusive; . = no result given; [ ] = another dose, or the depositor's remark. Unless noted, the call rests on the fitted dose curve; in most records, active means well fitted curve in the direction sought with a large enough effect; inconclusive means small, poorly fitted or top-dose-only effect, or another doubt; inactive means no such curve, though single readings can be large; an effect the other way counts as inactive or inconclusive. Unless noted, on the % scale 0 is the no-effect control and ±100 the full control effect. An excerpt; the hit share may differ from the screen's.

SMILES	HEK293 tox	3T3 cytotox	IP6K1 inhibitor	FLuc inh	SNCA expr inh	GPT2 inhibitor	HEK293 viab
O=C(/C=C/c1ccc(O)cc1)O[C@H]1[C@@H]2C=CO[C@@H](O[C@@H]3O[C@H](CO)[C@@H](O)[C@H](O)[C@H]3O)[C@@H]2[C@@]2(CO)O[C@@H]12	.	.	17	.	.	?	-15%[23.9 µM]
O=C(O)CCC(=O)N1CCN2C(=O)N(Cc3ccccc3)C[C@H]2C1	-5%[172 µM]	-15%[174 µM]	9	-1%[172 µM]	-3%[87.6 µM]	-2%[88.5 µM]	5%[87.6 µM]
COc1ccc(NC(=O)c2oc3ccccc3c2NC(=O)COc2ccc(F)cc2)c(OC)c1	.	.	1	.	-1%	.	-10%
CCOc1ccc(CNC(=O)C2CCCN(S(=O)(=O)c3ccc4c(c3)CCCC(=O)N4)C2)cc1 (configuration not stated)	.	.	15	.	-1%	.	8%
COc1cc(O)c2c(c1)/C=C/C[C@H](O)[C@H](O)C(=O)/C=C\C[C@H](C)OC2=O	.	.	-30*	.	.	i	24µM*
O=C(N[C@H]1CCN2C(=O)c3cc(/C=C/c4ccccc4)ccc3NC(=O)[C@H]12)c1cnccn1	?	-29%[174 µM]	1	?	13%[87.6 µM]	i	-12%[87.6 µM]
CC[C@H]1CN(C(=O)Nc2cccc(OC)c2)CC[C@H]1CC(=O)N(C)CCC#N	?	-31%[174 µM]	57	-22%[172 µM]	29%[87.6 µM]	-1%[88.5 µM]	-22%[87.6 µM]
COc1cccc([C@@H]2CN(C(=O)CCc3n[nH]c(C)n3)C[C@H]2C(=O)O)c1	4%	i	-5	1%	-4%	i	5%
CS(=O)(=O)N1CCn2c(nnc2C2CCNCC2)C1	i	i	5	.	0%[87.6 µM]	-2%[88.5 µM]	2%[87.6 µM]
Cc1ccc(N2C(=O)[C@@H]3C[C@@H](NC(=O)c4cccn4C)CCN3C2=O)cc1	-11%[172 µM]	i	-7	-5%[172 µM]	-4%[87.6 µM]	i	-2%[87.6 µM]
O=c1ccc2cc(S(=O)(=O)N3CCCC3)ccc2[nH]1	.	.	-6	.	29%	.	10%
COC1CCC12CCN(C(=O)c1ccnn1C)CC2 (configuration not stated)	2%	2%	-10	5%	40%	3%	5%
CCOc1cc(-c2nc(-c3ccc(-c4ccccc4)nc3OCC)no2)cc(OCC)c1OCC	.	.	14	.	32%[activator]	.	13%
CCOC(=O)N1CCc2c(sc3c2c(=O)n(CCc2ccccc2)c(=O)n3CC(=O)Nc2ccccc2C)C1	.	.	20	.	11%	.	5%
COc1cccc(-c2cccc(-c3nc(C4CCOCC4)nn3CCO)c2)c1	?	-23%	-4	-17%	-2%	-2%	-18%
COC(=O)c1ccc(NC(=O)CSc2ncc3c(n2)-c2cc(Cl)ccc2N(Cc2ccccc2)S3(=O)=O)cc1	.	.	-13	.	-7%	.	2%
Cn1nc(C2CCCC2)cc1NC(=O)Cc1ccccc1	?	?	-2	.	103%[activator][87.6 µM]	-6%[88.5 µM]	1%[87.6 µM]
CC(=O)c1cccc(NC(=O)CN2C(=O)CCc3cc(S(=O)(=O)N4CCCCC4)ccc32)c1	.	.	-6	.	32%[activator]	.	5%
Cc1cccc(C(=O)N2CCCCC2c2nc(C3CC3)n[nH]2)c1 (configuration not stated)	-2%	-23%	1	.	-15%	-4%	-12%
CCCNC(=O)N1CCN2C(=O)c3cc(-c4cccc(C(F)(F)F)c4)ccc3NC(=O)[C@@H]2C1	?	?	2	2%	-22%	1%	-9%
COc1ccc(CC(=O)NC2CCCc3c2[nH]c2ccccc32)cc1 (configuration not stated)	35µM*	32µM*	1	-7%	?	-11%	-1%
O=C(C1CC1)N1CCCC(c2noc(COc3ccccc3F)n2)C1 (configuration not stated)	?	?	0	35µM*	61%[activator]	i	-15%
CC(C)(C)C(=O)N1CCCN(c2ccc3nnc(C4CC4)n3n2)CC1	-27%	-28%	22	.	.	.	.
CCCS(=O)(=O)c1ncc(Cl)c(C(=O)Nc2c(C(=O)Nc3ccccc3)oc3ccccc23)n1	.	.	5	.	30%	.	?
CC(C)(C)CC(=O)Nc1nc2c(s1)C[C@@H]1[C@](C)(CO)[C@H](O)CC[C@@]1(C)[C@@H]2CC(=O)NC1CCCCC1	?	79µM*	-4	-3%	3%	i	0%

Additional compounds follow:
SMILES	HEK293 tox	3T3 cytotox	IP6K1 inhibitor	FLuc inh	SNCA expr inh	GPT2 inhibitor	HEK293 viab
CCOc1ccc(CC(=O)N2[C@@H]3CC[C@H]2CC(NC(=O)c2ccncc2)C3)cc1 (some centres not stated)	-20%	-19%	7	-10%	0%	i	6%
CCc1nnc(NC(=O)CSc2nccn2Cc2ccc(Cl)cc2)s1	.	.	21	.	-12%	.	21%
Cc1ccc(-n2c(C3CCN(C(=O)c4ccccc4Cl)CC3)n[nH]c2=O)cc1	10%	-16%	-8	1%	-7%	3%	10%
CCOc1ccccc1CC1C(=O)Nc2ccc(Br)cc21 (configuration not stated)	.	.	-16	.	?	.	-8%
O=c1c2cc(-c3ccc(F)cc3)nn2ccn1CC(O)c1ccc(F)cc1 (configuration not stated)	-2%	-8%	0	4%	-13%	4%	7%
Cc1cccc(-c2noc(-c3ccc(NCC4CCCO4)c([N+](=O)[O-])c3)n2)c1 (configuration not stated)	.	.	0	.	-22%	.	-4%
CN(Cc1cccnc1)C(=O)CCC[C@@H]1[C@H]2CCCN3CCC[C@@H](CN1Cc1cccnc1)[C@@H]23	-11%	-30%	5	-2%	-9%	i	6%
Cc1nc(CC(=O)N[C@@H]2COCC[C@H]2Oc2ccc(C#N)cc2)c(C)s1	-11%	?	-9	0%	-16%	i	-3%
COc1cccc(S(=O)(=O)N2CCN(C3CCN(CCC(C)C)C3=O)CC2)c1 (configuration not stated)	-3%	-14%	10	-1%	-14%	1%	2%
COc1cc(NC(=O)N2c3ccccc3Sc3ccccc32)cc(OC)c1	.	.	5	.	?	.	-4%
COc1cc(CN(CC2CCCO2)C(=O)c2ccccc2F)cc(OC)c1OC (configuration not stated)	.	.	-15	.	25%	.	5%
O=C(Cc1ccc(F)cc1)N1CCCCC12Cc1ccccc1NC2=O (configuration not stated)	i	-14%[138 µM]	-3	-3%[172 µM]	21%[87.6 µM]	i	-10%[87.6 µM]
COCCn1ncc(N2CCC(C(=O)NCC3CCN(Cc4cccc(OC)c4)CC3)C2)cc1=O (configuration not stated)	-27%	-22%	6	.	24%	2%	2%
CC(=O)NC[C@H]1CCN(Cc2ccc(F)c(Cl)c2)C[C@H]1N(C)C	-16%	-12%	-1	4%	11%	i	-4%[12.5 µM]
Cc1cnc(C2CC2)n1CC1CCCN(C(=O)NCCc2ccccc2)C1 (configuration not stated)	-27%	-16%	4	.	-8%	i	-3%
CCN(CC)c1ccc(C(=O)Nc2ccc3nc(N(CC)CC)cc(C)c3c2)cc1	.	.	18	.	25%	.	5%
COC(=O)C1CCN(C(=O)CC(c2ccccc2)c2ccccc2Cl)CC1 (configuration not stated)	?	-18%	4	0%	19%	i	-12%
COc1ccc(C(=O)N2CCN(C(=O)Nc3cccc(OC)c3)C[C@@H]2C(=O)N[C@H]2CCCNC2=O)cc1	i	4%	18	-10%	32%[activator]	-9%	7%
Cc1ccccc1-n1nc(CO)c(C(=O)NCC(c2ccccc2)c2ccccc2)n1	.	.	-6	.	-18%	.	4%
COc1cc(OC)cc(C(=O)Nc2ccc(S(=O)(=O)N3CCCCC3c3cccnc3)cc2)c1 (configuration not stated)	.	.	22	.	-11%	.	1%
COc1ccc(C(=O)NC2CCN(C(=O)N3CC4CC(C3)[C@H]3CCCC(=O)N3C4)CC2)cn1 (some centres not stated)	-5%	i	1	12%	?	i	-5%
COc1ccc(N2CC(C(=O)NCc3cccc(OC)c3)NC2=O)cc1 (configuration not stated)	i	2%	1	-7%	?	i	3%
CCCCc1nn2c(=O)cc(COC(=O)c3cccs3)nc2s1	.	.	-7	.	92%[activator]	.	2%
NC(=O)[C@H](Cc1cccs1)NC(=O)C1=C[C@@H](NC(=O)CC2(CC(=O)O)CCCC2)[C@@H](O)[C@H](O)C1	-21%	-29%	-6	1%	-7%	1%	6%
O=C(c1cc(-c2ccc(Cl)cc2)c2nncn2n1)N1CCOCC1	2%[172 µM]	-7%[138 µM]	7	.	32%[activator][87.6 µM]	i	6%[87.6 µM]

5 entries from above, with two lines to a compound.
The line under a structure holds: HEK293 tox | 3T3 cytotox | IP6K1 inhibitor | FLuc inh | SNCA expr inh | GPT2 inhibitor | HEK293 viab
CC(=O)NC[C@H]1CCN(Cc2ccc(F)c(Cl)c2)C[C@H]1N(C)C
→ -16% | -12% | -1 | 4% | 11% | i | -4%[12.5 µM]
Cc1cnc(C2CC2)n1CC1CCCN(C(=O)NCCc2ccccc2)C1 (configuration not stated)
→ -27% | -16% | 4 | . | -8% | i | -3%
CCN(CC)c1ccc(C(=O)Nc2ccc3nc(N(CC)CC)cc(C)c3c2)cc1
→ . | . | 18 | . | 25% | . | 5%
COC(=O)C1CCN(C(=O)CC(c2ccccc2)c2ccccc2Cl)CC1 (configuration not stated)
→ ? | -18% | 4 | 0% | 19% | i | -12%
COc1ccc(C(=O)N2CCN(C(=O)Nc3cccc(OC)c3)C[C@@H]2C(=O)N[C@H]2CCCNC2=O)cc1
→ i | 4% | 18 | -10% | 32%[activator] | -9% | 7%

Next section
SMILES	HEK293 tox	3T3 cytotox	IP6K1 inhibitor	FLuc inh	SNCA expr inh	GPT2 inhibitor	HEK293 viab
CCCOc1ccc(C(=O)NCC2OCCc3ccccc32)cc1 (configuration not stated)	.	.	8	.	22%	.	17%
COc1ccc(CN2Cc3[nH]cnc3C[C@H]2c2nc(-c3ccccc3)no2)cc1	?	?	4	?	26%[87.6 µM]	-12%[88.5 µM]	-5%[87.6 µM]
Cc1ccc(S(=O)(=O)N(C)CC2CCOC2)c(C)c1 (configuration not stated)	-9%	0%	20	-3%	-5%	i	4%
c1ccc(COc2ccc(CN3CCSCC3)cc2)nc1	?	i	-3	10µM*	-22%	2%	-1%
COc1cccc(NC(=O)CC2NCCNC2=O)c1 (configuration not stated)	.	.	2	.	9%	.	0%
O=c1[nH]nc2n1CCN(S(=O)(=O)c1ccc3c(c1)OCCO3)CC2	16%	-9%	-7	-10%	?	i	3%
COCC(=O)NC[C@H]1O[C@@H](CO)[C@@H](O)[C@H]1N1CCc2ccccc2C1	-8%[172 µM]	-7%[174 µM]	1	-12%[172 µM]	14%[87.6 µM]	?	8%[87.6 µM]
COc1ccc(C(=O)N2CCc3ccc(C(=O)NCCC(C)C)cc32)cc1	?	?	-4	-6%	-12%	-14%	-21%

Screens as filed in PubChem BioAssay.
